NTR1 agonist: NTR1-driven beta-arrestin-GFP spot formation – imaging, U2OS cells, high content, primary screen (AID 493036). P30989. agonist mode. activation, % at 20 µM. 330,000 compounds, 0.17% hits;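 active means activation at or above 40% of the spot to cytoplasm intensity ratio, with at least 20 cells analyzed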;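 further: 0% = DMSO without peptide and 100% = 100 nM NTR1 peptide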
Target sequence (P30989 whole entry, looked up): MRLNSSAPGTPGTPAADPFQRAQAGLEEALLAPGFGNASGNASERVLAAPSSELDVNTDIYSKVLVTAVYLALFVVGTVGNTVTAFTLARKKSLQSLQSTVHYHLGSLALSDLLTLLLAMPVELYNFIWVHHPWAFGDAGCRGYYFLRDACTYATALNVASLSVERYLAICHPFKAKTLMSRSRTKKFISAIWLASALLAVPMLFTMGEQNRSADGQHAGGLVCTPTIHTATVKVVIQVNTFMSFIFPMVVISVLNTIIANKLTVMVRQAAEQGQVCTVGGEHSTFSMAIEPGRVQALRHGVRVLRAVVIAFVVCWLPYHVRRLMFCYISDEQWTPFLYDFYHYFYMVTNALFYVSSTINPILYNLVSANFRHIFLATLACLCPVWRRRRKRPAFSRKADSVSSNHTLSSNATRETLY
West Nile antiviral: inhibition of WNV-induced cytopathic effect – cell-based, CPE readout (AID 1621); 290,000 compounds, 0.02% hits; CPE inhibition, % at 10 µM; hits with a dose series show IC50 in µM; West Nile virus-infected cells, CPE inhibition; higher % means a stronger effect; in the data active means a potency from the dose series; further: strong numbers were not always called active
T cell modulator: T cell immune modulation candidate; 2C CD8+ T cell-vesicle binding, flow cytometry; stronger effect = lower value; calls only at 7 µM; 330,000 compounds, 0.068% hits;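 active means response, share of CD8 T cells binding vesicles, and their 90th percentile fluorescence all below set limits, cut at about 80% in these data, passing the limit was not always enough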
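Also added: QL9-peptide-loaded Drosophila micro-vesicles bearing Ld, ICAM-1 and B7-1; Test system: purified 2C TCR transgenic mouse naive CD8+ T cells; Measured by: cytometric PE anti-B7-1 and Alexa647 anti-CD8 signals after 1% paraformaldehyde fixation; Timing: binding step 1.5 h, 37 °C, antibody labelling 20 min, ice.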
GPR55 LPI antagonism: GPR55 antagonists blocking LPI-driven arrestin recruitment, primary screen, imaging, U2OS, beta-arrestin-GFP, LPI agonist (AID 2013) | one-dose inhibition, % at 10 µM; IC50 in µM for titrated hits | 290,000 compounds, 0.13% hits | U2OS GPR55 beta-arrestin-GFP translocation imaging, LPI antagonism; higher % means a stronger effect;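 active means spots per cell inhibited over 60%, with over 100 cells counted and total cytoplasm intensity under 500,000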;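 further: U2OS cells stably carrying GPR55 and arrestin-GFP stimulated by 5 µM LPI near EC80; imaged beta-arrestin-GFP aggregate spots per cell after agonist stimulation; plate controls were LPI-stimulated DMSO wells for no effect and DMSO wells without LPI for full effect; some results filed as inactive read as strong as hits; confirmed hits need IC50 under 10 µM and bright autofluorescent wells are also inconclusive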
GPR55 beta-arrestin: selective activators of receptor GPR55 – imaging, U2OS cells, beta-arrestin-GFP redistribution, primary screen (AID 1961) | U2OS GPR55 beta-arrestin-GFP redistribution imaging; higher % means a stronger effect | 290,000 compounds, 0.048% hits | activation, % at 10 µM; hits with a dose series show EC50 in µM;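 active means activation above 40% with more than 50 cells counted in the well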;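 further: U2OS osteosarcoma cells stably expressing GPR55 and beta-arrestin-GFP; plate controls were DMSO negative control for no effect and LPI positive control for full effect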
GPR35 arrestin U2OS: inhibition of zaprinast-stimulated GPR35 beta-arrestin translocation – imaging, U2OS, beta-arrestin-GFP, zaprinast agonist, primary screen (AID 2058) | U2OS GPR35 beta-arrestin-GFP translocation imaging, zaprinast antagonism; higher % means a stronger effect | inhibition, % at 10 µM; hits with a dose series show IC50 in µM | 290,000 compounds, 0.052% hits;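 active means inhibition of at least 50% with at least 30 cells and total cytoplasm GFP at most 10,000,000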
KOR beta-arrestin-1: kappa opioid receptor activators – cell-based, luminescence, uHTS, primary screen (AID 1777). KOR beta-arrestin recruitment, luminescence; higher % means a stronger effect. activation, % at 10 µM; hits with a dose series show EC50 in µM. 280,000 compounds, 0.02% hits; in the data active means activation above about 50%, passing the limit was not always enough; further: a part of the inactive calls stands beside numbers as strong as those of hits
Salmonella PhoP GFP: inhibitors of PhoP regulon expression, primary screen, Salmonella Typhimurium, GFP reporter (AID 1863). S. Typhimurium PhoP-regulated promoter GFP reporter, 4 h; higher % means a stronger effect. inhibition, % at 50 µM, or IC50 in µM where a hit was titrated. 300,000 compounds, 0.16% hits;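 active means inhibition over 29.93%, a cutoff 3 SD above the screen mean, later confirmed by dose response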;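 further: 0% = low Mg2+ inducing control and 100% = high Mg2+ repressing control; strong numbers were not always called active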
KOR beta-arrestin-2: kappa opioid receptor blockers – cell-based, luminescence, uHTS (AID 1778); 290,000 compounds, 0.091% hits; KOR beta-arrestin recruitment, luminescence, antagonist mode; higher % means a stronger effect; inhibition, % at 10 µM, or IC50 in µM where a hit was titrated; in the data active means inhibition above about 50%; further: strong numbers were not always called active
T cell modulator vesicle-bound %: recorded beside T cell modulator, whose call it bears; double positive events, %; measured here: CD8+ vesicle-bound cell fraction;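 binding gate set so that unloaded-vesicle control wells show 10% double positive cells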
NTR1 agonist cell count 20 µM: recorded beside NTR1 agonist, whose call it bears; cell count; measured here: cell count, cytotoxicity flag
* = called active by the depositor; i = inactive; . = not tested or not shown; [ ] = dose if it differs, or a comment.

SMILES,NTR1 agonist,NTR1 agonist cell count 20 µM,West Nile antiviral,T cell modulator,T cell modulator vesicle-bound %,GPR55 LPI antagonism,GPR55 beta-arrestin,GPR35 arrestin U2OS,KOR beta-arrestin-1,Salmonella PhoP GFP,KOR beta-arrestin-2
Cc1ccc(-c2csc(NC(=O)CN3CCC(C(N)=O)CC3)n2)cc1,0.4,51,-0.5%,i,14,8%,-0.1%,13%,0.8%,-8%,-40%[20 µM]
COc1cccc(Cn2nnc(C(=O)Nc3ccc(C)cc3)c2N)c1,0.0,47,-0.3%,i,41,5%,-0.1%,13%,-2.5%,-2%,43%
COc1ccc(NC(=S)N(Cc2ccc(N(C)C)cc2)Cc2ccco2)cc1,3.7,59,-0.9%,i,7,-14%,0.0%,-11%,12%,9%,-18%
CC1=C(C(=O)OCc2ccccc2)C(c2ccc3ccccc3c2)NC(=O)N1CCCCCC(=O)O (stereo unspecified),-0.4,59,-0.2%,i,4,7%,-0.2%,-12%,-2.9%,5%,20%
COc1c(C)cc(S(=O)(=O)NCc2ccco2)c(C)c1C,0.1,60,-1.0%,i,22,3%,-0.1%,14%,-2.4%,0%,4%
Cc1ccc(NC(=O)CN(C)C(=S)NC2CC2)cc1,0.3,66,-0.1%,i,52,5%,-0.4%,16%,-4.7%,0%,-4%
CCc1ccc(N2CSC3=C(C#N)C(c4cccs4)CC(=O)N3C2)cc1 (stereo unspecified),0.2,67,2.0%,i,17,15%,0.2%,10%,0.7%,7%,10%
O=C(COc1ccccc1Cl)NCCNC(=O)c1cccnc1,1.8,54,1.0%,i,16,-2%,0.2%,1%,-1.7%,4%,-4%
COc1ccc(CCc2nnc(CCC(=O)NCc3cc(C(C)C)no3)o2)cc1,0.5,91,1.8%,i,60,-28%,0.5%,4%,.,5%,-7%[20 µM]
CCCOc1ccc(C2C(=O)N(C3CCCCC3)CC(=O)N2C2CC2)cc1OC (stereo unspecified),-1.2,64,-0.7%,i,35,20%,0.3%,-17%,-1.2%,0%,21%
COc1ccc(/C=C/C(=O)NC(=S)Nc2ccc(S(=O)(=O)Nc3ccc(OC)nn3)cc2)cc1,1.6,36,0.1%,i,54,3%,0.0%,9%,6.9%,-4%,14%
COc1ccc(NC(=O)C2CCCO2)cc1OC (stereo unspecified),-0.4,82,0.3%,i,36,11%,-0.1%,-9%,-3.4%,-6%,8%
CNC(=O)C(=O)Nc1cc2c3c(c1)CCC(=O)N3CCC2,0.1,70,1.8%,i,34,10%,-0.2%,15%,-1.5%,-9%,-7%
CCOc1cc(C2NC(=O)c3ccccc3O2)ccc1OC(C)C (stereo unspecified),2.5,66,-0.1%,i,43,4%,-0.3%,1%,4.7%,1%,-7%[20 µM]
CCC(C)c1ccccc1NC(=S)NC(=O)c1ccco1 (stereo unspecified),1.3,60,1.1%,i,32,12%,-0.1%,13%,0.3%,8%,8%
COCCn1nnnc1C(c1ccc(OC)cc1OC)N1CCN(c2ccccc2)CC1 (stereo unspecified),0.6,68,0.2%,i,18,16%,-0.1%,5%,23%,6%,-38%
CCN(CC)CCN1C(=O)C(=O)/C(=C(/O)c2ccc(OCC(C)C)cc2)C1c1ccncc1 (stereo unspecified),.,.,.,.,.,13%,-0.3%,9%,8.1%,.,29%
C[C@H](NC(=O)CCn1nnc2ccccc2c1=O)C(=O)O,0.0,48,0.3%,i,35,8%,-0.1%,3%,2.1%,-5%,.
Cc1cc(C(=O)O)n(C(C)(C)C)n1,0.5,56,-0.1%,i,25,-9%,-0.1%,6%,0.6%,-10%,30%
O=C(CN1CCN(c2ccccc2F)CC1)N1CCc2ccccc21,-1.2,41,-0.4%,i,42,-9%,-0.2%,-13%,6.2%,-10%,-6%
CCn1c(=N)n(CC(=O)OC)c2ccccc21,-8.4,19,0.7%,i,54,3%,-0.3%,-8%,-6.9%,10%,-23%
COCCC1CCCCN1C(=O)c1cc(COc2cccc(C(C)=O)c2)on1 (stereo unspecified),0.0,54,-1.6%,i,62,6%,0.0%,8%,-1.4%,-3%,9%
CCn1nc(C)c(CN2CCN(Cc3ccsc3)C(CCO)C2)c1C (stereo unspecified),-2.0,66,-0.3%,i,17,1%,-0.1%,0%,-1.0%,.,-13%[20 µM]
CSc1ccccc1NC(=O)c1cccc(S(=O)(=O)N2CCN(C)CC2)c1,-0.6,58,-0.5%,i,62,11%,0.0%,-2%,-1.3%,-6%,13%
O=C(COC(=O)COc1cccc(F)c1)NCCC1=CCCCC1,1.4,40,-0.5%,i,21,20%,0.3%,-8%,3.2%,3%,-4%
Cc1cc(C)c(NC(=O)COC(=O)c2cc([N+](=O)[O-])ccc2N2CCOCC2)c(C)c1,0.2,60,-0.5%,i,35,23%,0.0%,8%,-0.2%,6%,13%
CC1=C(C(=O)Nc2cc(C)ccc2C)C(c2cccs2)NC(=S)N1 (stereo unspecified),0.2,80,0.1%,i,60,11%,-0.1%,-11%,8.5%,-12%,24%
O=C(O)COc1ccc(NC(=O)c2ccc3c(c2)C(=O)N(Cc2ccccc2)C3=O)cc1,2.0,42,0.0%,i,4,1%,-0.1%,-9%,0.8%,4%,-13%
CC(C)CCn1c(CN2CCN(Cc3ccccc3)CC2)nc2c1c(=O)[nH]c(=O)n2C,2.2,85,-0.5%,i,27,6%,-0.1%,-2%,2.3%,2%,6%
O=C(NCc1ccc2c(c1)OCO2)c1ccc(N2C(=O)C3CCCCC3C2=O)cc1 (stereo unspecified),-0.5,69,-0.2%,i,46,-2%,-0.1%,3%,-2.8%,1%,17%

One compound at a time, from the list above. Order of screens: NTR1 agonist | NTR1 agonist cell count 20 µM | West Nile antiviral | T cell modulator | T cell modulator vesicle-bound % | GPR55 LPI antagonism | GPR55 beta-arrestin | GPR35 arrestin U2OS | KOR beta-arrestin-1 | Salmonella PhoP GFP | KOR beta-arrestin-2
Record of COCCC1CCCCN1C(=O)c1cc(COc2cccc(C(C)=O)c2)on1 (stereo unspecified) : 0.0 | 54 | -1.6% | i | 62 | 6% | 0.0% | 8% | -1.4% | -3% | 9%
Record of COc1ccc(CCc2nnc(CCC(=O)NCc3cc(C(C)C)no3)o2)cc1 : 0.5 | 91 | 1.8% | i | 60 | -28% | 0.5% | 4% | . | 5% | -7%[20 µM]

The listing continues.
SMILES,NTR1 agonist,NTR1 agonist cell count 20 µM,West Nile antiviral,T cell modulator,T cell modulator vesicle-bound %,GPR55 LPI antagonism,GPR55 beta-arrestin,GPR35 arrestin U2OS,KOR beta-arrestin-1,Salmonella PhoP GFP,KOR beta-arrestin-2
CCC(CO)NCc1ccc2c(c1)n(C)c(=O)n2C (stereo unspecified),-1.0,62,-0.5%,i,39,9%,-0.2%,21%,-1.9%,-6%,15%
C=CCn1c(SCC(=O)NC2CC2)nnc1-c1cccc(OC)c1,-0.7,54,0.4%,i,18,-5%,-0.1%,-3%,0.2%,-4%,1%
CNC[C@H](CC1CCCCC1)NC[C@H](CO)NCC1(c2ccccc2)CC1,0.4,90,-0.7%,i,48,-12%,-0.2%,19%,-0.6%,6%,-47%[20 µM]
Cc1ccccc1NC(=O)Cc1nnc(SCC(=O)c2ccc(Br)cc2)n1C,-1.0,66,-0.4%,i,34,9%,0.2%,4%,-1.1%,14%,14%
CCCc1c(C(=O)N2CCN(c3ccccc3OC)CC2)cnn1-c1ccccc1,0.4,46,0.2%,i,34,6%,0.1%,15%,1.8%,-17%,0%
CCOc1cccc(C(=O)NC(c2ccccc2)C(C)C)c1 (stereo unspecified),-1.4,59,-0.6%,i,55,5%,-0.1%,5%,-6.1%,-3%,-14%[20 µM]
O=C(CSc1nnc(CNC(=O)c2ccc(F)cc2)o1)c1ccccc1,-0.9,46,0.3%,i,13,16%,0.0%,17%,-1.5%,0%,-2%
Cc1[nH]c2ccc(F)cc2c1CCN(Cc1ccncc1)C(=S)Nc1cccc(F)c1,2.9,71,-0.2%,i,35,8%,0.7%,-8%,-2.8%,-10%,-7%
CS(=O)(=O)C1=NN2C(=N)/C(=C\c3ccc(OC(=O)c4ccco4)cc3)C(=O)N=C2S1,-1.1,74,0.6%,i,5,10%,0.2%,5%,5.5%,-6%,-22%
O=C(Nc1ccccc1Br)c1ccc(OC(=S)N2CCOCC2)cc1,0.3,81,-0.2%,i,36,0%,-0.1%,2%,.,3%,i
Cc1ccc(S(=O)(=O)/C(C#N)=C/c2c(N3CCOCC3)nc3ccccn3c2=O)cc1,.,.,.,.,.,5%,0.1%,15%,2.4%,-11%,-17%
CCc1ccc(CN(C)C(=O)C2CCC(=O)N(CCc3ccc(OC)cc3)C2)nc1 (stereo unspecified),1.8,53,-0.4%,i,19,10%,-0.2%,-7%,1.2%,0%,-23%
COc1ccc(NC2=CC(c3ccc(OC)cc3)N(c3ccc(OC)cc3)C2=O)cc1 (stereo unspecified),0.3,83,-0.1%,i,57,12%,-0.1%,-21%,-4.7%,-3%,-13%[20 µM]
Cc1nc2ccccc2c(=O)n1NC(=O)c1ccc(F)cc1Cl,-1.1,43,0.6%,i,16,1%,-0.1%,5%,-0.3%,3%,24%
O=C(NNC(=O)c1cccs1)c1ccc([N+](=O)[O-])cc1,-1.0,37,-1.0%,i,32,12%,-0.5%,-11%,6.3%,4%,-27%
Cc1ccc2onc(CC(=O)O)c2c1,1.2,56,0.1%,i,36,4%,-0.2%,13%,-2.3%,-15%,27%
Nc1ccccc1OCP(=O)(c1ccccc1)c1ccccc1,9.6,86,0.3%,i,63,-10%,0.1%,2%,2.6%,7%,-6%
O=C(NC1CCCCC1)C(c1ccco1)N(C(=O)c1csnn1)C1CCCC1 (stereo unspecified),2.6,94,.,i,15,4%,0.0%,-10%,-0.7%,4%,25%
C/C(N)=C(/C#N)C(=O)CSc1nnc(NC(C)C)s1,-0.8,56,-0.2%,i,37,0%,0.1%,-12%,-9.7%,3%,-11%
Cc1cccc(C(C)C)c1NC(=O)c1ccc(CN(c2ccccc2)S(=O)(=O)c2ccccc2)cc1,1.2,69,-0.9%,i,11,-20%,-0.3%,4%,1.9%,-2%,22%
O=C(NCC(=O)N1CCOCC1)c1ccc(Br)cc1,-1.4,49,0.5%,i,22,0%,0.0%,-14%,-4.9%,-2%,8%
Cc1nn(Cc2ccccc2Cl)c(C)c1NC(=O)/C=C/c1cnn(C)c1,-0.5,52,-0.2%,i,13,9%,0.0%,-3%,-3.2%,-1%,8%
CCCCCn1cnc2sc(-c3ccccc3)cc2c1=O,0.7,55,-0.2%,i,40,-8%,0.2%,-1%,-2.2%,13%,0%
CCn1c(C)nc2cc(-c3nnc(-c4c(-c5ccccc5)noc4C)o3)ccc21,8.2,76,0.3%,i,38,10%,0.2%,10%,-7.5%,6%,-1%
Nc1ccc(-c2nc3ncccc3o2)c(O)c1,1.0,98,0.1%,i,51,6%,0.0%,1%,-2.1%,1%,37%
